LMP1 NFkB inh: inhibitors of Epstein-Barr LMP1-induced NF-kappaB reporter | hit rate 0.69% among 350,000 | LMP1-induced NF-kappaB luciferase reporter cells, luminescence | inhibition, % at 12.5 µM; in the data active means inhibition above about 41%;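 further: 0% = neutral control wells and 100% = reference inhibitor control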
TWEAK Fn14 block: blocks TWEAK-Fn14 interaction in a reporter cell assay | AID 1159606 | inhibition, % at 10 µM | hit rate 2% among 360,000 | TWEAK-stimulated Fn14 reporter cells, luciferase luminescence, 8 h; in the data active means inhibition above about 50%
NR2F2 inh: NR2F2 (human) inhibition, primary screen. P24468. HEK293T NGFI-A luciferase reporter, luminescence. inhibition, % at 8.6 µM. hit rate 0.7% among 370,000;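 active means inhibition above a per-plate cutoff, mean inhibition of test wells between control levels plus 3 SD, cut at about 38% in these data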;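 further: cells cotransfected with COUP-TFII expression vector driving the NGFI-A reporter; 0% = median of COUP-TF2 test wells and 100% = reporter-only cells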
NCOA2 inhibitor: inhibits human steroid receptor coactivator 2; Q15596; HEK293 GAL4-SRC2 luciferase reporter, luminescence; inhibition, % at 9 µM; hit rate 0.17% among 370,000;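 active means inhibition above the mean inhibition of all tested compounds plus 3 SD, set per campaign, cut at about 52% in these data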;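 further: 0% = DMSO treated cells and 100% = cells given Gossypol at 36 µM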
Target sequence (Q15596 whole entry, looked up, the tested form may be a part): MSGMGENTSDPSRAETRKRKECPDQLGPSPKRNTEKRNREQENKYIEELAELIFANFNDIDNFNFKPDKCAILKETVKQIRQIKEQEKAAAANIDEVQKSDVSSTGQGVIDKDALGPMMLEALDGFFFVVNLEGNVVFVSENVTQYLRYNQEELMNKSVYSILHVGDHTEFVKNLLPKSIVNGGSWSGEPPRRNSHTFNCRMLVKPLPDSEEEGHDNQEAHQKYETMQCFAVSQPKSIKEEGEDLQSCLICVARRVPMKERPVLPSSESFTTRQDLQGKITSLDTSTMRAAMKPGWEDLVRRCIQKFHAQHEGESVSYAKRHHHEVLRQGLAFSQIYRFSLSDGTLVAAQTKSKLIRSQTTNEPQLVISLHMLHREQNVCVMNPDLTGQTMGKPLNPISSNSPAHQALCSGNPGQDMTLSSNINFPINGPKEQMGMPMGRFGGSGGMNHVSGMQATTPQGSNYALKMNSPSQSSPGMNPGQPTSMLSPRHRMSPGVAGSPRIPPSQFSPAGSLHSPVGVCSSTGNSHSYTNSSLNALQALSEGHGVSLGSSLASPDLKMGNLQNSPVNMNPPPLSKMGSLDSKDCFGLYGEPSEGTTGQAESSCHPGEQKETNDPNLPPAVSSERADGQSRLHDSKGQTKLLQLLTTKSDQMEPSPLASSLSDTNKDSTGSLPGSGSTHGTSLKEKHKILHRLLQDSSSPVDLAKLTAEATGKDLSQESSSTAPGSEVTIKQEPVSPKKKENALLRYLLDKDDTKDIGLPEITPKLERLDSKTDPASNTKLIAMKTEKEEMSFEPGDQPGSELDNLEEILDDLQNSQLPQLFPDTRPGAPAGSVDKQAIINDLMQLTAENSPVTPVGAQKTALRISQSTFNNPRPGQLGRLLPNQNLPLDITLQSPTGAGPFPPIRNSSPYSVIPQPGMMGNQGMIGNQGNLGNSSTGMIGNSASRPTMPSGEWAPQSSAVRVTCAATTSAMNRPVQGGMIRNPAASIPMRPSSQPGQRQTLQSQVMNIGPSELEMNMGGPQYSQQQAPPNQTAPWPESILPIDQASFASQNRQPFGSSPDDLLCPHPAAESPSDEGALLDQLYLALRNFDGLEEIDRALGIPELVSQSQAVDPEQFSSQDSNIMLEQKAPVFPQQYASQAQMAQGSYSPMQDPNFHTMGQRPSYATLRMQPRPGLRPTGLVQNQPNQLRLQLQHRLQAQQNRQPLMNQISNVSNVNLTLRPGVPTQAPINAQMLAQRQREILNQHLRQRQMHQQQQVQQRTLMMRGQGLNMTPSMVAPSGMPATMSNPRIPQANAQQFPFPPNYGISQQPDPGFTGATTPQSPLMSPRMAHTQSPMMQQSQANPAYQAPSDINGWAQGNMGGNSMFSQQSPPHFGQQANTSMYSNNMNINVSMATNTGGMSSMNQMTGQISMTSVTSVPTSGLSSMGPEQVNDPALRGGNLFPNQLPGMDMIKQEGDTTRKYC
TROY NFkB inh: TROY signaling inhibition; inhibition, % at 10 µM; Q293 LMP1-TROYcd NF-kB luciferase reporter, 4 h; hit rate 0.98% among 360,000;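 active means compounds whose plate-normalised and pattern-corrected inhibition of the luciferase reporter signal at the single screening dose is 50% or more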
SRC1 inh: human NCOA1 inhibition; HEK293 GAL4-SRC1 luciferase reporter, luminescence; Q15788; inhibition, % at 3.6 µM; hit rate 0.12% among 360,000; AID 588354;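 active means inhibition above the campaign mean plus 3 SD, with each screening campaign given its own cutoff, cut at about 60% in these data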;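 further: 0% = DMSO treated cells and 100% = gossypol at 36 µM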
LRH-1 inv ag: inverse agonists of human LRH-1 (NR5A2); hit rate 0.13% among 360,000; HEK293T StAR-luciferase reporter, LRH-1 transfected, 24 h; inhibition, % at 3.6 µM; AID 602396; O00482;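 active means inhibition above the mean inhibition of all tested compounds plus 3 SD, cut at about 73% in these data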;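 further: 0% = DMSO wells and 100% = reporter-only cells lacking LRH-1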
KKLEB cytotox: CF airway cell cytotoxicity counter-screen | hit rate 0.36% among 360,000 | activity change (cytotoxicity), % at 5 µM | AID 602141 | KKLEB CF airway cells viability, ATPlite luminescence, overnight; stronger effect = lower value; cells stimulated with P. aeruginosa culture filtrate;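 active means corrected activity change at or below -50% at 5 µM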
CF NFkB block: inhibitors of cystic fibrosis induced NF-kB | hit rate 0.86% among 360,000 | KKLEB NF-kB-GFP reporter, PAF-induced, GFP fluorescence overnight | inhibition, % at 5 µM | AID 588850;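 active means at least 50% inhibition at 5 µM, scaled per plate between neutral and stimulator controls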;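 further: PAF is a Pseudomonas aeruginosa culture filtrate used as stimulus; plate controls were PAF-stimulated DMSO wells for no effect and unstimulated DMSO wells for full effect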
SRC3 inh: inhibitors of human steroid receptor coactivator 3 (SRC3). Q9Y6Q9. HEK293 GAL4-SRC3 luciferase reporter, luminescence. inhibition, % at 3.6 µM. hit rate 0.17% among 360,000. AID 588352;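 active means inhibition above a per-campaign cutoff, the mean of all compounds plus 3 SD, cut at about 60% in these data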;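 further: 0% = DMSO-treated cells and 100% = gossypol-treated cells at 36 µM; higher means less SRC3-driven luciferase light from the GAL4 reporter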
TRAIL sens C8: sensitizes caspase-8 expressing cells to TRAIL | NB7+C8 cells + TRAIL, ATPlite viability luminescence | inhibition (viability loss, TRAIL sensitization), % at 10 µM | hit rate 1% among 360,000 | AID 624354;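 active means compounds causing at least 50% loss of cell viability in the single-dose screen, relative to plate controls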
An asterisk follows results filed as active; . = no result given; & = joins results of further samples. Random draw from the library; 4.2% or so of the library scored in one or more.

The line under a structure holds: SRC1 inh | LMP1 NFkB inh | KKLEB cytotox | LRH-1 inv ag | TWEAK Fn14 block | TROY NFkB inh | NR2F2 inh | SRC3 inh | TRAIL sens C8 | CF NFkB block | NCOA2 inhibitor
- Cc1cc(C(F)(F)F)c2c(=O)[nH]c(=O)n(Cc3ccccc3)c2n1
    -10 | 7 | -8 | -3 | 8 | 10 | 10 | 4 | -9 | 8 | -7
- Cc1ccc(C(=O)CSc2nc3cc(S(=O)(=O)N4CCOCC4)ccc3o2)cc1
    5 | 0 | 0 | 17 | -30 | 11 | 1 | 9 | -4 | 6 | -43
- O=C(Cc1csc(Nc2nc(=S)[nH]c3ccccc23)n1)NCc1cccc(Cl)c1
    9 | -44 | -29 | 10 | -27 | 9 | 4 | -16 | -9 | 15 | 2
- CC1CCCN(Cc2csc(N)n2)C1 (centres undefined)
    8 | -1 | 6 | 6 | 16 | 8 | -19 | 17 | 14 | 14 | -2
- CCOC(=O)c1c(C)[nH]c(C)c1S(=O)(=O)NCC1CCN(Cc2cccc(Cl)c2)CC1
    5 | 3 | 3 | -6 | -4 | 21 | -4 | -1 | -10 | 14 | -42
- CSc1ncccc1C(=O)OCCCC(=O)c1ccc(F)cc1
    1 | 0 | -3 | -1 | 10 | 0 | 9 | -21 | 9 | 1 | 11
- COc1ccc(NC(=O)c2cc3ccccc3cc2OC)cc1OC
    -10 | -14 | 13 | -33 | -50 | -38 | -12 | -12 | 3 | -11 | -6
- CC(NC(=O)C(C)N1CCN(Cc2ccccc2)CC1)c1ccc(F)cc1 (centres undefined)
    -14 | -5 | 6 | 5 | 10 | 7 | 7 | -72 | -5 | -16 | 19
- Cc1ccsc1/C=N/NC(=O)CNC(=O)c1ccc(S(=O)(=O)N(C)C)cc1
    -1 | 7 | 0 | 9 | -5 | -44 | 9 | 25 | -3 | -11 | 16
- CC(C)C[C@H](NC(=O)OC(C)(C)C)C(=O)N[C@@H](CO)[C@H](O)[C@@H]1C[C@@H]1C(=O)NC1CC1
    3 | 4 | 10 | -4 | -3 | -2 | 6 | 8 | -3 | 25 | -5
- CCc1ccccc1Nc1nc(N)nc(CSCC(=O)c2cc(C)n(C)c2C)n1
    -27 | -2 | -3 | 1 | 11 | 21 | 11 | 0 | -1 | 15 | -17
- C=C(CO)C1Cc2cc(C(C)=O)ccc2O1 (centres undefined)
    -8 | -6 | 11 | 0 | -14 | -11 | -13 | -11 | 0 | -8 | -5
- O=C(Nc1ccc(-c2cccc(F)c2)cc1)C1CCCN(Cc2ccccn2)C1 (centres undefined)
    0 | -2 | -18 | -15 | 0 | -32 | 15 | 6 | 20 | 36 | -32
- COc1ccc(CCNC(=O)Cn2c(=O)n(CC3CCCO3)c(=O)c3cc(OC)c(OC)cc32)cc1OC (centres undefined)
    22 | 0 | 4 | -1 | -13 | 8 | 16 | 18 | -9 | -4 | 0
- Cc1cccc(CSc2ncc(CO)n2C)c1
    -35 | 0 | -8 | 0 | -6 | -3 | -14 | -22 | -25 | -6 | -14
- CCCc1nc2ccc(C(=O)OC)cn2c1Cc1cccc(F)c1
    -6 | . | -17 | -12 | -3 | -10 | -21 | 0 | -5 | -5 | -2
- O=[N+]([O-])c1ccc2c(c1)C(N1CCOCC1)/C(=C/COc1ccc(F)cc1)O2 (centres undefined)
    -48 | 10 | 1 | 8 | -12 | -2 | -16 | 2 | 1 | 4 | 2
- CC1CCCC(C)N1C(=O)CN1C(=O)NC2(CCCCCC2)C1=O (centres undefined)
    9 | -4 | 5 | 9 | -2 | -8 | 3 | -4 | -10 | 6 | -21
- Cc1cc(O)ccc1N1C(=O)c2cccc3cc([N+](=O)[O-])cc(c23)C1=O
    -10 | 1 | 3 | -6 | -11 | -14 | -8 | 3 | -2 | -13 | -23
- O=C(CNS(=O)(=O)c1ccc(C(=O)N2CCOCC2)cc1)N1CCOCC1
    -18 | -3 | -4 | 5 | 11 | 1 | -8 | 1 | -14 | 3 | -23
- O=c1[nH]c(SCc2ccccc2Cl)nc2[nH]ncc12
    -17 | 7 | -4 | -26 | -24 | -30 | -27 | -9 | -4 | 9 | -19
- CN(Cc1ccccc1)C(=O)c1cccc(NC(=O)Cc2cccc([N+](=O)[O-])c2)c1
    0 | 0 | -12 | 7 | 13 | 15 | 12 | -9 | 3 | 6 | 4
- COc1cc(C(=O)OCC(=O)NC(=O)C2CCCCC2)ccc1OC(F)F
    0 | 1 | -4 | 2 | -28 | -8 | 4 | 6 | -7 | 5 | -16
- O=C(NCCO)c1ccc2nc(-c3ccco3)c(-c3ccco3)nc2c1
    -3 | 10 | 0 | 2 | 6 | 14 | 8 | -24 | 3 | 7 | 7
- COc1ccc(N2C(=O)CCC(C(=O)O)C2c2ccc(F)cc2)cc1 (centres undefined)
    -17 | 5 | 10 | -6 | 9 | -7 | -3 | 1 | 5 | -10 | -6
- Cc1csc(NC(=O)CSc2nnc(C)s2)n1
    -9 | 5 | -6 | -9 | 0 | 5 | -8 | -23 | 22 | -15 | -25
- O=C(O)CSc1ncnc2c1oc1ccccc12
    3 | -10 | -4 | 24 | 30 | . | 13 | 10 | 2 | -2 | 11
- COc1ccc(CCNC(=O)CN(c2ccccc2OC)S(=O)(=O)c2ccc(C)cc2)cc1
    1 | 1 | -10 | 0 | 10 | -4 | 9 | 14 | -6 | -1 | 22
- CC(=O)Nc1ccc(NC(=O)C(C)n2c3ccccc3c3nc(=O)cc(C)n32)cc1 (centres undefined)
    -35 | 1 | 3 | 14 | 45 | 2 | -1 | 23 | -4 | -18 | -7
- O=C(O)Cc1ccc(NS(=O)(=O)c2ccccc2Br)cc1
    0 | -9 | 5 | -11 | 13 | 3 | -2 | 12 | 10 | -30 | 13

Single records, as listed above. Screens in order: SRC1 inh	LMP1 NFkB inh	KKLEB cytotox	LRH-1 inv ag	TWEAK Fn14 block	TROY NFkB inh	NR2F2 inh	SRC3 inh	TRAIL sens C8	CF NFkB block	NCOA2 inhibitor
Profile of CN(Cc1ccccc1)C(=O)c1cccc(NC(=O)Cc2cccc([N+](=O)[O-])c2)c1 : 0	0	-12	7	13	15	12	-9	3	6	4
Profile of O=c1[nH]c(SCc2ccccc2Cl)nc2[nH]ncc12 : -17	7	-4	-26	-24	-30	-27	-9	-4	9	-19

Next compounds.
The line under a structure holds: SRC1 inh | LMP1 NFkB inh | KKLEB cytotox | LRH-1 inv ag | TWEAK Fn14 block | TROY NFkB inh | NR2F2 inh | SRC3 inh | TRAIL sens C8 | CF NFkB block | NCOA2 inhibitor
- CCOc1ccc(OCC)c(NS(=O)(=O)c2ccc3c(c2)CCN3C(=O)C2CCC2)c1
    9 | 3 | 10 | -18 | -11 | 7 | -8 | 7 | 29 | -2 | 1
- Cc1cccc(NC(=S)N(CCN(C)C)Cc2cc3cc(C)cc(C)c3[nH]c2=O)c1
    -10 | 5 | 0 | 8 | -3 | -13 | 5 | 6 | -3 | -2 | 2
- CN[C@H](C)C(=O)NC[C@H]1O[C@@H](n2ccc(N)nc2=O)[C@H](O)[C@@H]1O
    3 | 4 | -2 | 12 | 15 | 2 | -10 | -1 | 18 | 3 | 10
- CCc1cc(OCCN2C(=O)NC(C)(C)C2=O)ccc1Cl
    -3 | -2 | -7 | 19 | -21 | -5 | 8 | 0 | -12 | 2 | 19
- CCNC(=O)C(=O)NCc1ccncc1
    3 | -6 | 12 | 0 | -11 | -16 | -6 | -7 | -1 | 18 | 14
- COc1ccc(-c2csc(NC(=O)Cn3nc(C)cc3C)n2)cc1
    3 | 4 | 0 | -10 | 5 | 10 | -3 | 16 | 7 | 1 | -24
- C[C@H]1CN[C@@H](CCO)/C1=C\c1ccccc1
    -1 | -4 | 10 | 2 | 4 | 5 | -10 | -10 | -3 | -6 | 15
- Cc1cccc(-n2nc([N+](=O)[O-])c(=NC3CCN(Cc4ccccc4)CC3)n2O)c1
    12 | -16 | 16 | -23 | -16 | -3 | 2 | 15 | 9 | 1 | -2
- Cc1ccc(C)c(OCCC(=O)Nc2cccc(S(=O)(=O)NC3=NCCCCC3)c2)c1
    -11 | 14 | 8 | 16 | -11 | -10 | 5 | 11 | -7 | -11 | -13
- NC12CC3CC(C1)CC(O)(C3)C2
    10 | 1 | 0 | -11 | -2 | 4 | 4 | -6 | 9 | 13 | -7
- COc1ccc(CCN2CC(C(=O)N3CCN(C(C)=O)CC3)CCC2=O)cc1 (centres undefined)
    -9 | 2 | -12 | 9 | -15 | 9 | -1 | -4 | -10 | 29 | 1
- CS(=O)(=O)c1ccccc1C(=O)Nc1ccc(-c2nc3ccccc3o2)cc1
    -57 | -9 | -3 | -65 | -13 | -35 | -7 | -51 | -25 | 1 | -15
- CC(C)CNC(=O)C(=O)NNC(=O)C1CCCCC1
    9 | 1 | 4 | 8 | -15 | -5 | 9 | 0 | -5 | 0 | 9
- Cc1ccccc1C(=O)Nc1cc(NC(=O)c2ccccc2C)cc(C(=O)O)c1
    25 | -1 | 0 | 1 | 5 | 4 | 22 | 4 | -7 | 4 | -16
- Cc1c(CCOC(=O)C2C3CC4CC(C3)CC2C4)sc[n+]1CC(=O)c1ccc(Br)cc1 (centres undefined)
    3&1 | 8&3 | 2&-10 | -16&7 | -43&-29 | 7&-19 | 12&-7 | -3&-13 | 21&5 | 10&23 | -3&0

Structural class: the entries above containing an aryl methoxy group (seven)
The line under a structure holds: SRC1 inh | LMP1 NFkB inh | KKLEB cytotox | LRH-1 inv ag | TWEAK Fn14 block | TROY NFkB inh | NR2F2 inh | SRC3 inh | TRAIL sens C8 | CF NFkB block | NCOA2 inhibitor
- COc1ccc(NC(=O)c2cc3ccccc3cc2OC)cc1OC
    -10 | -14 | 13 | -33 | -50 | -38 | -12 | -12 | 3 | -11 | -6
- COc1ccc(CCNC(=O)Cn2c(=O)n(CC3CCCO3)c(=O)c3cc(OC)c(OC)cc32)cc1OC (centres undefined)
    22 | 0 | 4 | -1 | -13 | 8 | 16 | 18 | -9 | -4 | 0
- COc1cc(C(=O)OCC(=O)NC(=O)C2CCCCC2)ccc1OC(F)F
    0 | 1 | -4 | 2 | -28 | -8 | 4 | 6 | -7 | 5 | -16
- COc1ccc(N2C(=O)CCC(C(=O)O)C2c2ccc(F)cc2)cc1 (centres undefined)
    -17 | 5 | 10 | -6 | 9 | -7 | -3 | 1 | 5 | -10 | -6
- COc1ccc(CCNC(=O)CN(c2ccccc2OC)S(=O)(=O)c2ccc(C)cc2)cc1
    1 | 1 | -10 | 0 | 10 | -4 | 9 | 14 | -6 | -1 | 22
- COc1ccc(-c2csc(NC(=O)Cn3nc(C)cc3C)n2)cc1
    3 | 4 | 0 | -10 | 5 | 10 | -3 | 16 | 7 | 1 | -24
- COc1ccc(CCN2CC(C(=O)N3CCN(C(C)=O)CC3)CCC2=O)cc1 (centres undefined)
    -9 | 2 | -12 | 9 | -15 | 9 | -1 | -4 | -10 | 29 | 1
